Assay outcomes as filed in PubChem.
pCIP destab = lowers stability of the mouse p/CIP coactivator protein | Q05BA5 | F442A p/CIP-EGFP cells, EGFP fluorescence, 16 h | decrease of EGFP signal, % at 10 µM | hit rate 0.01% among 290,000;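 active means EGFP signal decrease of at least 30% at 10 µM or well 3 SD below plate mean, unless failing retest; inactive means the rest, including hits failing retest or dose response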; further: some compounds called inactive have numbers as strong as hits; many of its hits are not listed in these tables
VIM-2 inhibitor = blocks Pseudomonas aeruginosa VIM-2 metallo-beta-lactamase; purified VIM-2, nitrocefin hydrolysis, epi-absorbance fluorescence; inhibition, % at 5.6 µM; hit rate 0.89% among 290,000;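 active means inhibition above the mean of all tested compounds plus 3 SD, cutoff set per screening run, cut at about 7.5% in these data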;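 further: red hydrolysis product quenches plate fluorescence so inhibitors raise well fluorescence; 0% = enzyme with DMSO and 100% = DMSO without enzyme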
NALP1 inh = blocks the NALP1 inflammasome reconstituted in yeast; S. cerevisiae NALP1/ASC/caspase-1 growth, X-gal OD620, 72 h; inhibition, % at 10 µM; hit rate 0.61% among 280,000; in the data active means inhibition mostly above about 24%, no sharp cut-off; inactive means mostly below about 32%; further: some compounds called inactive have numbers as strong as hits
IMP-1 inhibitor = inhibitors of Pseudomonas aeruginosa IMP-1 metallo-beta-lactamase. purified IMP-1, nitrocefin hydrolysis, epi-absorbance fluorescence. inhibition, % at 5.6 µM. hit rate 0.45% among 290,000;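 active means inhibition above the mean plus 3 SD of all compounds in the same screening run, cut at about 4.5% in these data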;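 further: 0% = IMP-1 with DMSO and 100% = DMSO wells lacking enzyme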
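assay system = purified recombinant IMP-1 metallo-beta-lactamase enzyme | schedule = 15 min preincubation plus 25 min reaction at 25 °C | signal = Epi-absorbance fluorescence, 480 nm excitation, 530 nm emission | read-out basis = percent inhibition from optical density relative to buffer-blank wells | controls = IMP-1 with DMSO as 0%, enzyme-free DMSO as 100%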
PfM18AAP inh = blocks P. falciparum M18 aspartyl aminopeptidase | recombinant PfM18AAP, H-Glu-NHMec fluorogenic cleavage | hit rate 1.2% among 290,000 | inhibition, % at 7.35 µM;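 active means inhibition above the campaign mean inhibition over all tested compounds plus 3 SD, cut at about 28% in these data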;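 further: 0% = plate median of test compound wells and 100% = 2 mM ZnCl2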
IDE inh = inhibits human insulin-degrading enzyme in HEK cells; P14735; FAbetaB cleavage, fluorescence polarization; inhibition, % at 5.59 µM; hit rate 0.41% among 320,000; AID 434962;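 active means percent inhibition above the average of all tested compounds plus 3 SD, set per screening campaign, cut at about 16% in these data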;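 further: IDE supplied by intact live HEK cells; FP after avidin binding of uncleaved biotin substrate so inhibition keeps polarization high; 0% = DMSO wells and 100% = 60 µM reference IDE inhibitor Ii1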
PHOSPHO1 inh = inhibitors of human PHOSPHO1 phosphatase. Q8TCT1. recombinant PHOSPHO1, absorbance phosphatase assay. AID 1565. hit rate 1.1% among 290,000. inhibition, % at 13.3 µM; in the data active means inhibition above about 60%
Target sequence (Q8TCT1 whole entry, looked up): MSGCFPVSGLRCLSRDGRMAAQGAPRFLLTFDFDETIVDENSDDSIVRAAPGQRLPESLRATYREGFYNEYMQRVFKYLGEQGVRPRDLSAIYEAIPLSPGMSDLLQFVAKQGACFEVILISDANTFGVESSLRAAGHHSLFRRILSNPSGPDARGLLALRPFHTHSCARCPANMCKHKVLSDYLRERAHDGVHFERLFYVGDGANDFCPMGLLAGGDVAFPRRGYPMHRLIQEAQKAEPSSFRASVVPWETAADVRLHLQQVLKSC
GPR7 antagonist = antagonists of human GPR7 (neuropeptides B/W receptor 1). P48145. GPR7-expressing cells, fluorescence antagonist assay. inhibition, % at 4.4 µM. hit rate 1.1% among 290,000; in the data active means inhibition above about 16%, passing the limit was not always enough;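 further: cells stimulated with the agonist NPW; 0% = agonist with vehicle and 100% = vehicle without agonist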
Target sequence (P48145 whole entry, looked up): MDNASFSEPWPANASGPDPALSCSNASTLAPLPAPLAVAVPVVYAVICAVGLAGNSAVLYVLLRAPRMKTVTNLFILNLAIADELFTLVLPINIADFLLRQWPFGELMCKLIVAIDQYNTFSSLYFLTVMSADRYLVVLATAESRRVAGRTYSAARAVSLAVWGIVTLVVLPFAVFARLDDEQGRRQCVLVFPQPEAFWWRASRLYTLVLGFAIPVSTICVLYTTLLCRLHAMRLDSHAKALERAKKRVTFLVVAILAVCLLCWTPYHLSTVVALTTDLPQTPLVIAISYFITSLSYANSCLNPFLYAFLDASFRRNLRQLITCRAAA
IDE act = boosts human insulin-degrading enzyme activity in HEK cells | P14735 | FAbeta-B cleavage, fluorescence polarization; 0% vehicle, 100% cell-free pure enzyme wells | activation, % at 5.96 µM | hit rate 0.073% among 340,000;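 active means activation above the mean of all tested compounds plus 3 SD, set per screening campaign, cut at about 17% in these data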
An asterisk follows results filed as active; . = not tested or not shown.

SMILES	pCIP destab	VIM-2 inhibitor	NALP1 inh	IMP-1 inhibitor	PfM18AAP inh	IDE inh	PHOSPHO1 inh	GPR7 antagonist	IDE act
COc1ccc(C2N(C(C)=O)CCN2S(=O)(=O)c2ccc(C)cc2)cc1 (stereo unspecified)	-9	7.6	21	-1.2	2	-1	38	-10	0
COc1ccccc1NC(=O)C1=C(C)N(c2ccccc2)C(=S)NC1c1cccc(C(F)(F)F)c1 (stereo unspecified)	-4	-5.4	36	0.9	4	-7	0	14	7
CCCC/S(CC1CC1(Cl)Cl)=N\S(=O)(=O)c1ccc(C)cc1 (stereo unspecified)	0	-2.6	42	2.3	6	3	-3	-3	0
CCc1ccc(-c2cc(C(=O)N/N=C/c3ccco3)[nH]n2)cc1	12	-2.6	10	-3.5	7	7	9	-10	-2
CCC(C)(C)C1CCc2c(sc(NC(=O)c3ccoc3C)c2C(N)=O)C1 (stereo unspecified)	-6	-0.9	-5	-3.0	5	2	19	-2	0
Cc1ccc(CC(=O)OCCNC(=O)c2cccnc2)cc1	0	-4.2	7	-1.3	6	0	-2	6	1
COc1ccc(/C=N/NC(=O)c2ccc3nc[nH]c3c2)c(OC)c1	0	-4.8	5	-1.0	4	-4	47	-11	3
COc1ccc(/C=N/NC(=O)C(=O)N2CCCCCC2)cc1	0	-0.2	16	0.1	-1	-1	17	-19	-4
CC(C)c1ccc(NC(=O)COC(=O)COc2ccccc2)cc1	-10	1.9	31	-3.8	-8	4	3	-3	-3
CC(C)c1cc(CNC(=O)CC2C(=O)NCCN2CC2CCCCC2)on1 (stereo unspecified)	11	-1.6	-7	-2.9	4	-2	44	-4	4
Cc1csc(=O)n1CC(=O)OCc1cccc2ccccc12	-1	0.0	-61	-2.2	-4	0	-6	8	6
O=C(CCCSc1nc2ccccc2s1)NCc1ccc2c(c1)OCO2	-8	-2.3	18	-3.5	3	-2	9	-6	0
Cc1ccc(C(=O)NCCc2nnc3ccc(SCC(=O)Nc4ccc(C)cc4C)nn23)cc1	-4	-2.5	13	-1.1	1	5	7	-2	5
Cc1ccc(NC(=O)C2CCCN(S(=O)(=O)c3c(C)noc3C)C2)cc1F (stereo unspecified)	7	-1.3	-16	-1.8	-3	1	8	1	-1
O=C(N/N=C/c1cccc(O)c1)c1ccc2c(c1)OCCO2	9	-1.2	22	-2.5	0	3	14	7	5
Cc1ccc(C)n1-c1nnc(N2CCC(C(=O)NCCCN3CC(C)CC(C)C3)CC2)s1 (stereo unspecified)	-4	1.1	12	1.8	-8	1	41	-6	4
COc1cc(/C=N/NC(=O)c2ccc(CSc3nncn3C)cc2)ccc1OCC(=O)N1CC(C)OC(C)C1 (stereo unspecified)	4	-3.7	-4	-3.0	1	-2	-9	0	3
CC(C(=O)NC1C=CS(=O)(=O)C1)N1C(=O)/C(=C/c2ccc(Cl)cc2)SC1=S (stereo unspecified)	7	1.5	-13	-0.9	19	2	17	11	2
CCN1C(=O)c2cccc3c(NC(=O)c4ccc5c(c4)OCCO5)ccc1c23	8	-0.8	38	-4.7	-2	0	33	-9	-2
CCSc1nc(N2CCCCC2)c2c(c1C#N)CCCC2	-8	-0.6	-13	-3.5	2	-4	5	-6	6

4 compounds drawn at random from the list so far, as already listed:
SMILES	pCIP destab	VIM-2 inhibitor	NALP1 inh	IMP-1 inhibitor	PfM18AAP inh	IDE inh	PHOSPHO1 inh	GPR7 antagonist	IDE act
Cc1ccc(NC(=O)C2CCCN(S(=O)(=O)c3c(C)noc3C)C2)cc1F (stereo unspecified)	7	-1.3	-16	-1.8	-3	1	8	1	-1
O=C(N/N=C/c1cccc(O)c1)c1ccc2c(c1)OCCO2	9	-1.2	22	-2.5	0	3	14	7	5
CCSc1nc(N2CCCCC2)c2c(c1C#N)CCCC2	-8	-0.6	-13	-3.5	2	-4	5	-6	6
Cc1csc(=O)n1CC(=O)OCc1cccc2ccccc12	-1	0.0	-61	-2.2	-4	0	-6	8	6

More records:
SMILES	pCIP destab	VIM-2 inhibitor	NALP1 inh	IMP-1 inhibitor	PfM18AAP inh	IDE inh	PHOSPHO1 inh	GPR7 antagonist	IDE act
Cc1ccc(N2CC(C(=O)NCCS(=O)(=O)N3CCN(c4ccccc4)CC3)CC2=O)cc1 (stereo unspecified)	9	-1.2	15	-1.1	1	-7	26	-2	2
O=C(Nc1ccccc1C(F)(F)F)c1ccccn1	-13	-0.7	6	-1.1	-7	1	18	-7	5
CC(C)(C)c1cc(OC(=O)c2ccncc2)ccc1O	-5	-5.8	-5	-3.9	-1	5	19	-12	5
COC(=O)c1cccc(C(=O)Oc2cccc(Br)c2)n1	-1	-3.4	13	-0.1	-3	8	22	8	3
CC1(C)CC(=O)c2cnc(N3CCc4ccccc43)nc2C1	-1	-0.9	26	-2.1	-7	-1	-1	-6	7
CC1(C)CC(=O)C2=C(C1)Nc1ccccc1NC2c1ccc(F)c(F)c1 (stereo unspecified)	-8	2.2	16	-1.4	6	1	3	-8	1
CCCOc1ccc(N2CC(C(=O)Nc3ncccc3C)CC2=O)cc1 (stereo unspecified)	6	-2.8	7	-4.5	-8	0	9	-7	-3
COc1ccccc1CNC(=O)CC(C)C	4	-1.5	8	0.2	5	4	42	-3	2
CSc1ncccc1C(=O)OCC(=O)N1CCOCC1	-3	-0.1	-6	2.5	-6	0	4	0	2
COc1ccc(CC(=O)Nc2ccc(C(=O)O)cc2NC(=O)Cc2ccc(OC)cc2)cc1	-10	0.7	6	-0.7	-1	-13	59	12	-5
Cc1ccc(S(=O)(=O)N2CCN(S(C)(=O)=O)CC2)cc1	.	-4.3	.	-2.6	3	-1	.	-7	4
COc1ccc(CCNC(=O)Cn2c(=O)n(CC3CCCO3)c(=O)c3cc(OC)c(OC)cc32)cc1OC (stereo unspecified)	-9	-2.5	10	-2.5	1	3	37	-14	3
COc1ccc(-c2noc(-c3cc(Cl)ccc3Cl)n2)cc1OC	9	-0.8	38	-3.6	1	.	14	-11	.
COc1ccccc1Cn1cnc2cccnc21	-26	-0.9	14	-0.8	0	2	29	-3	7
O=C(O)CCCCCN=Cc1c(O)c2ccccc2oc1=O	0	-0.5	14	-2.9	6	7	-10	-14	-1
C=CC(COCc1ccccc1)N(Cc1ccccc1)S(=O)(=O)c1ccccc1Br (stereo unspecified)	-4	.	-15	.	.	6	36	.	2
COc1ccc(-c2cc(C#N)nc(N3CCNCC3)n2)cc1	-5	2.2	-11	-6.3	3	1	18	13	2
CCCC(=O)Nc1ccc(C(=O)Nc2nnc(COC)s2)cc1	-3	-4.0	8	-3.8	-1	-3	-27	-9	5
O=C(CCCCCNc1nc(=S)[nH]c2ccccc12)NCCc1ccc(Cl)cc1	0	-0.4	3	-3.5	3	4	9	0	-6
COc1ccc2[nH]c(C(=O)O)c(NS(=O)(=O)c3ccc(OC)c(OC)c3)c2c1	-4	5.3	33	-0.8	-17	4	-23	22	0
COc1ccc(NCc2nnc(SCC(=O)Nc3nc(-c4ccccc4)cs3)n2-c2ccccc2)cc1	-12	-1.7	29	-2.9	5	-2	-11	0	5
Cc1cccc(N(C)C(=O)CCS(=O)(=O)c2cc3c(cc2Cl)NC(=O)CO3)c1	4	-4.5	4	-3.6	5	-1	18	-7	9
NNC(=O)C1=NOC(CNc2ncc(C(F)(F)F)cc2Cl)C1 (stereo unspecified)	-6	-3.1	5	-2.9	6	1	13	1	0
O=C(N/N=C/c1ccccc1Cl)c1cccc(F)c1	1	-9.2	-8	-2.1	2	2	14	-12	1
Cc1cc(C)cc(NC(=O)CCNS(=O)(=O)c2cc(Br)cnc2N)c1	-9	-4.5	19	-1.1	1	4	30	-2	3
COc1cc(C(=O)NC2CCCNC2)cc(OC)c1OC (stereo unspecified)	-9	-0.6	2	-2.0	2	.	-24	-14	.
O=C(CN1CCC(n2nnc3cc(C(F)(F)F)ccc32)CC1)NNC(=O)c1ccco1	-10	-5.0	-1	-2.8	2	3	31	-16	-1
COc1ccc(NCN2C(=O)C3C4C=CC(C4)C3C2=O)cc1 (stereo unspecified)	-1	-2.6	-10	-3.2	-6	2	34	-7	3
O=C(O)C1CCCN1C(=O)c1cccs1 (stereo unspecified)	-4	0.6	1	0.9	-1	9	8	-15	9
Cc1ccc(-n2c(CCc3nc4ccccc4[nH]3)n[nH]c2=S)cc1	-3	2.3	2	-0.5	33*	8	81*	6	0
CCN(CC(=O)NCc1ccncc1)S(=O)(=O)c1ccccc1	-3	-2.4	22	-2.3	3	6	30	-16	1
[O-]/[N+](=C/c1ccco1)c1ccccc1	0	-1.1	6	-1.2	28	1	17	-4	4
CC(/C=C1\SC(=S)N(NS(=O)(=O)c2ccccc2)C1=O)=C\c1ccccc1	-7	-3.0	11	-3.2	-4	0	24	-14	-2
O=C(N/N=C\c1ccc(-c2ccc([N+](=O)[O-])cc2)o1)C1COc2ccccc2O1 (stereo unspecified)	-12	-3.5	0	3.2	1	0	5	-10	3
COc1ccc2cc3cc(C(=O)NCC4COc5ccccc5O4)oc3nc2c1 (stereo unspecified)	-9	-0.2	11	-1.9	-4	-2	52	-8	6
Oc1ccc(CCNc2c3ccccc3nc3ccccc23)cc1O	3	17*	17	-4.6	74*	0	18	-21	-6
COc1ccc(-c2cnc(N)n2CC2CCCO2)cc1 (stereo unspecified)	-8	-2.8	22	-8.1	-10	1	21	-8	6
O=C(Nc1ccccc1)OCCNC(=O)c1cccc(Br)c1	-5	-0.1	23	0.1	6	3	24	7	3
CCC(C)Nc1nc2c(c(=O)n(C)c(=O)n2C)n1Cc1cccc(C)c1 (stereo unspecified)	-7	-0.1	-49	0.3	-3	6	-4	-5	0

Record cards, as listed above. Order of values: pCIP destab, VIM-2 inhibitor, NALP1 inh, IMP-1 inhibitor, PfM18AAP inh, IDE inh, PHOSPHO1 inh, GPR7 antagonist, IDE act
COc1ccc(-c2cnc(N)n2CC2CCCO2)cc1 (stereo unspecified) is listed with -8, -2.8, 22, -8.1, -10, 1, 21, -8, 6
CC(/C=C1\SC(=S)N(NS(=O)(=O)c2ccccc2)C1=O)=C\c1ccccc1 is listed with -7, -3.0, 11, -3.2, -4, 0, 24, -14, -2
CCC(C)Nc1nc2c(c(=O)n(C)c(=O)n2C)n1Cc1cccc(C)c1 (stereo unspecified) is listed with -7, -0.1, -49, 0.3, -3, 6, -4, -5, 0
[O-]/[N+](=C/c1ccco1)c1ccccc1 is listed with 0, -1.1, 6, -1.2, 28, 1, 17, -4, 4

Compounds as they come. Share with any hit: about 5.3%.
